Xi reactivation – activators of inactive X chromosome reactivation, primary screen, imaging, XiGFP fibroblasts, GFP high-content imaging, set 2 | AID 743238, 2013 | XiGFP mouse fibroblasts, % GFP-positive cells imaging, 3 d; cells co-treated with 5-aza-dC sensitizer; scaled so ellipticine positive control = 100% | activation, % at 7.58 µM | actives 0.055% (n = 360,000);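 active = mean normalized replicate activation at least 10% and every replicate at or above 10%; inconclusive = only one of the two criteria met; inactive = mean below 10% and not all replicates reach 10%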;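 note: 0% = median of on-plate neutral control wells and 100% = ellipticine 6 µM median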
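System: 68-5-11 XiGFP fibroblast line | Buffer or medium: DMEM containing 5-aza-dC | Compound: Single point | Times: Compounds 3 days, fix/stain 15 min at room temperature | Benchmarks: Positive control ellipticine, 6 µM final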
FN deposit inh – inhibitors of fibronectin matrix deposition, primary screen, AH1F cells, Alexa488-fibronectin fluorescence, plate reader. AID 743247, 2014. actives 0.086% (n = 350,000). inhibition, % at 12.6 µM. AH1F fibroblasts, overnight;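 active = mean inhibition across replicates of 30% or more, regardless of how many single replicates reach that level; inconclusive = mean under 30% yet at least half of replicates reach 30%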;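 note: positive control wells lacked labelled fibronectin entirely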
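Test system: AH1F fibroblast monolayer depositing Alexa488-labelled fibronectin into matrix. Input: 10000 cells per well. Technique: fluorescence, ex 485 nm, em 525 nm. Buffer or medium: DMEM plus 2% serum, read in PBS. Timing: 1 h cell adhesion before compound, then overnight fibronectin incubation. Compound: single dose, pinned. Read-out basis: inhibition from reduced deposited-fibronectin fluorescence.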
esBAF inh – Bmi1 luciferase reporter increase in mESCs, primary screen, esBAF inhibitor project, mouse ES cells, Bmi1 luciferase knock-in, single point | 24 h; 100% = twice the neutral-well signal | reporter increase, % at 12.5 µM | actives 2% (n = 350,000) | AID 602393, 2012; in the data active = activation above about 40%; inconclusive = no clear call, values can overlap the other calls;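 note: 0% = median of the plate's neutral control wells and 100% = double that signal; a rise in the Bmi1 reporter signal indicates esBAF inhibition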
S100A4 MyoIIA – inhibitors of S100A4-myosin IIA peptide binding, primary screen, biochemical, fluorescence polarization, TAMRA-MyoIIA peptide | inhibition, % at 10.7 µM | AID 652163, 2013 | Protein S100-A4 (Homo sapiens), P26447 | actives 0.14% (n = 360,000);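 active = mean inhibition of at least 70% across replicates, with every replicate also reaching that level; inconclusive = mean inhibition reaches 70% but some replicates fall short; inactive = mean inhibition below 70%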
Target sequence (P26447 whole entry, looked up): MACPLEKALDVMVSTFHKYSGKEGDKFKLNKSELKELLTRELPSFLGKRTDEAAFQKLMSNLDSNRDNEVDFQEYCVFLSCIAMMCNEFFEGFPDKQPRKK
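Assay system: human S100A4 monomer with TAMRA-labelled myosin IIA peptide / Buffer or medium: Calcium-containing HEPES buffer, pH 7.2 / Reagent: TAMRA-labelled myosin IIA heavy-chain peptide probe, 5 nM / Compound: one dose per compound / Timing: polarization read 5 min after assay mix addition, stable 5–60 min / Benchmarks: neutral control DMSO, positive control TFP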
RAD54 inh – inhibitors of human RAD54 branch migration, primary screen, biochemical, fluorescence, single point; DNA repair and recombination protein RAD54-like (Homo sapiens), Q92698; RAD54 Holliday junction branch migration, FAM/BHQ fluorescence; inhibition, % at 10.4 µM; actives 0.14% (n = 360,000); AID 602329, 2012;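 active = mean normalized replicate activity at least 40 and at least half of replicates scoring 40 or more; inconclusive = only one of the two criteria met; inactive = mean below 40 and under half of replicates reaching 40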;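 note: 0% = median of neutral control wells and 100% = median of positive control wells; inhibitors cause a drop in the FAM fluorescence signal; in these data hits start at about 50%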
Target sequence (Q92698 whole entry, looked up): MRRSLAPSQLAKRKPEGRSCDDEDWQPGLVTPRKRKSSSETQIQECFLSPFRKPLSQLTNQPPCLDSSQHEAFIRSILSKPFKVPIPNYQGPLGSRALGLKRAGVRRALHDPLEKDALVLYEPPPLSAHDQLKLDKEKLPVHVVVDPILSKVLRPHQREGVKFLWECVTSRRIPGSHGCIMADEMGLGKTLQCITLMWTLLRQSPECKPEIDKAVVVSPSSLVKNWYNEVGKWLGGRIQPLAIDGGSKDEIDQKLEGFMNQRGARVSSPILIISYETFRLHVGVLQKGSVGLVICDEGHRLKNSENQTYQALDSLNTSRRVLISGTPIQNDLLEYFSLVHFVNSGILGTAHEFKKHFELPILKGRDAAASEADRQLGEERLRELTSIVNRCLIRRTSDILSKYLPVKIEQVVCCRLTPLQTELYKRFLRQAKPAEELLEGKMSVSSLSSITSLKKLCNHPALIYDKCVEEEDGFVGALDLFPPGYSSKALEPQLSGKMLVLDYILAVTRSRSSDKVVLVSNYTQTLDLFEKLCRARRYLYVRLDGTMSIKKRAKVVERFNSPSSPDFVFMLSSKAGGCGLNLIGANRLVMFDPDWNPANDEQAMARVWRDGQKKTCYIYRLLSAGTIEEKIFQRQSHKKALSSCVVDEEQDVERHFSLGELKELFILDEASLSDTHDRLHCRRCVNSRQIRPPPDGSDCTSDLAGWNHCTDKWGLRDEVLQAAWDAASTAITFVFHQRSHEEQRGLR
E-selectin induc – E-selectin induction in HUVECs, primary screen, imaging, HUVEC, immunofluorescence imaging, single point | P16581 | normalized: neutral wells 0, TNF-alpha wells 100 | activation, % at 7.58 µM | actives 0.37% (n = 260,000);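 active = mean E-selectin-positive cell signal at least 10% of the positive control, reached in at least 60% of replicates, without over 20% cell loss; inconclusive = no rule given, readout overlaps actives, possibly toxicity-flagged; inactive = the rest, including those meeting only one limit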;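 note: in these data hits start at about 27%; measured in HUVEC primary endothelial cells; signal is the percent of cells scored E-selectin positive by PE staining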
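Read-out basis: % PE-positive cells; Test system: HUVEC primary endothelial cells; Technique: immunofluorescence imaging; Dosing: single-point compound dose.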
EWS-Fli block – EWS/Fli-driven NR0B1 reporter inhibitors, primary screen, A673 cells, NR0B1 luciferase, luminescence, MLPCN library. viability-normalised. inhibition, % at 12.6 µM. actives 0.67% (n = 350,000);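 active = mean inhibition of at least 50% after viability correction, with every replicate also passing that limit; inconclusive = mean reaches 50% but only one of two replicates passes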;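 note: firefly luciferase signal divided by Alamar Blue viability fluorescence both relative to DMSO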
RAD52 inh – RAD52 DNA annealing inhibitors, primary screen, biochemical, FRET, single point, set 2. DNA repair protein RAD52 homolog (Homo sapiens), P43351. recombinant RAD52 DNA annealing, FRET fluorescence. inhibition, % at 18.7 µM. actives 0.46% (n = 360,000). AID 651710, 2012;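 active = every replicate showing at least 50% inhibition; inconclusive = mean inhibition at least 50% but not in every replicate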
The depositor's hits bear a star; ? = inconclusive; / = no result given; & = joins results of further samples.

structure	Xi reactivation	RAD52 inh	E-selectin induc	esBAF inh	EWS-Fli block	FN deposit inh	RAD54 inh	S100A4 MyoIIA
COCCn1c(SCC(=O)c2cc(C)n(C)c2C)nc2ccccc2c1=O	0.3	-1	-1.0	/	-64	2	/	0
CC(C)NC(=O)N1[C@H](CO)[C@@H](c2ccccc2)C12CN(Cc1ccc(Cl)cc1)C2	0.2	-27	-0.1	/	2	/	/	-16
COc1ccc(CNC(=O)COC(=O)c2ccc(C(=O)c3ccccc3)cc2)cc1	-0.1	-4	-0.4	-6	-3	3	-15	-13
O=c1nc(SCc2c(F)cccc2Cl)nc(-c2ccc(Cl)cc2)[nH]1	0.1	-13	/	/	4	-4	/	-2
O=S(=O)(c1ccccc1F)N1CC[C@@H]2[C@H]1c1cc(-c3ccccc3)ccc1N[C@@H]2CO	0.1	16	0.5	2	-1	-2	-5	5
CCCc1nc2oc3ccccc3c(=O)c2c(=O)n1CCCOC	0.0	5	0.2	-7	2	-12	-13	1
CCOC(=O)C1CCN(Cc2cccc(Oc3ccccc3)c2)CC1	-0.1	-16	2.2	-5	-5	-3	-8	-3
Cc1ccc(S(=O)(=O)N2CCN(C(=O)c3ccc(S(=O)(=O)N4CCCC4)cc3)CC2)cc1	0.1	-10	/	6	17	-4	1	41
CO[C@@H](CN(C)C(=O)c1ccccc1F)[C@H](C)CN([C@@H](C)CO)S(=O)(=O)c1ccc(Cl)cc1	0.1	3	-0.1	4	2	3	12	-1
O=C(CSc1nc2ccccc2s1)Nc1ccc2c(c1)OCO2	0.2	-14	/	/	-9	/	/	1
Nc1[nH][nH]c(=O)c1N=Nc1cccc(Cl)c1	0.0	-22	-3.1	7	-9	-6	-5	-1
CCN(C[C@@H]1N[C@H](CO)[C@@H]1c1ccccc1)C(=O)c1ccccc1	0.0	-4	0.7	-4	-6	/	-1	-2
O=C(COC(=O)c1cnccn1)c1ccc(-c2ccccc2)cc1	-0.1	-18	-1.6	0	-3	1	/	-7
O=C(Nc1cccs1)Nc1ccc(Br)cc1F	-0.1	-92	/	11	-88	4	2	-7
COc1cc(OC)c2c(c1O)OC(c1ccccc1)CC2=O (configuration not stated)	/	-13	/	-6	6	/	6	-4
Cc1noc(C)c1S(=O)(=O)Nc1ccc2c(c1)CC(=O)N([C@H](C)CO)C[C@@H](C)[C@@H](CN(C)S(=O)(=O)c1cn(C)cn1)O2	-1.1	-6	-0.3	1	-3	/	-1	2
O=S(=O)(NCC1CCCO1)c1ccc(S(=O)(=O)N(Cc2ccc(F)cc2)C2CCCCC2)cc1 (configuration not stated)	/	-11	/	-8	5	/	-19	-15
O=C(Cc1cccs1)Nc1cccc(-c2ccc3nncn3n2)c1	-0.1	-21	?	7	8	3	/	3
Cc1nc(N2CCCCC2)sc1C(=O)c1ccc(SCCO)c([N+](=O)[O-])c1	-0.1	-18	1.3	7	14	-3	5	0
CCc1cc(C(=O)N/N=C/c2ccc(O)cc2O)c2ccccc2n1	-0.1	-15	0.1	-62	/	/	2	5
CC(=O)Nc1ccc(SCCN2CC[C@@H](C)CCC2=O)cc1	-0.3	-5	0.1	-2	-4	11	0	2
C[C@@H]1CN([C@@H](C)CO)S(=O)(=O)c2ccc(-c3ccccc3)cc2O[C@H]1CN(C)C(=O)CN(C)C	0.5	33	0.0	-1	0	-7	7	-3
[O-][N+]1=C2CCC/C(=N\O)C2=NC12CCCCC2	/	-6	/	1	4	/	-3	0
CCCNC(=O)C[C@@H]1CC[C@H]2[C@@H](COC[C@H](O)CN2C(=O)Nc2ccc3c(c2)OCO3)O1	0.3	-2	0.0	39	-110	-6	2	-20
C[C@@H]1CN([C@@H](C)CO)C(=O)c2cccc(N(C)C)c2O[C@H]1CN(C)Cc1ccccc1	-0.1	3	0.0	-3	-8	/	-3	13

The listing continues:
structure	Xi reactivation	RAD52 inh	E-selectin induc	esBAF inh	EWS-Fli block	FN deposit inh	RAD54 inh	S100A4 MyoIIA
CC(=O)Nc1ccc(S(=O)(=O)Nc2nnc(CC(C)(C)C)s2)cc1	0.3	-22	0.7	/	7	-8	/	-5
CN(C)NC(=O)c1csnc1-c1c(Cl)cccc1Cl	-0.1	-13	/	/	0	1	/	-5
C[C@H](CO)N1C[C@H](C)[C@@H](CN(C)Cc2ccc(C(F)(F)F)cc2)Oc2c(NC(=O)c3nc4ccccc4s3)cccc2C1=O	-0.7	6	-11	-2	-4	-4	-10	3
COc1cccc(-c2ccc3c(c2)O[C@H](CN(C)C(=O)C2CCC2)[C@@H](C)CN([C@H](C)CO)S3(=O)=O)c1	-0.2	-5	0.6	5	6	/	-11	-7
CC(c1ccc(F)cc1)n1cc(C(=O)NCCN(C)C)nn1 (configuration not stated)	0.1	-7	/	/	6	8	/	-8
Cc1ccc(N(CC(=O)N2CCCCCC2)S(C)(=O)=O)cc1	0.0	-19	-0.1	0	0	8	-3	1
CCN1CCN(c2oc(-c3ccc([N+](=O)[O-])cc3)nc2C#N)CC1	0.0	-1	0.2	/	-9	2	-6	-3
COc1cccc(CNC(=O)c2cc3c(c(-c4cccc(-c5ccc(C#N)cc5)c4)n2)[C@H](CCO)N([S@@](=O)C(C)(C)C)C3)c1	-0.1	-77	60*	-2	24	-8	-1	-24
C[C@H]1CN([C@@H](C)CO)C(=O)c2cccc(NC(=O)Nc3ccc(C(F)(F)F)cc3)c2O[C@@H]1CN(C)S(=O)(=O)c1ccc(Cl)cc1	0.0&0.0	22&-17	0.4	-2&4	-1&18	-2	-7&-1	1&1
O=C(C[C@H]1CC[C@@H]2[C@H](COC[C@@H](O)CN2C(=O)Nc2ccc(Cl)cc2)O1)NCCc1ccncc1	0.2	-6	-0.1	5	-15	-1	4	0
CCCN(CC(=O)NC(=O)NC1CCCCC1)CC(=O)Nc1cc(Cl)ccc1Cl	-0.1	-16	/	3	18	-1	-7	-1
Cc1ccc(C(=O)NCC(=O)NC2CCC(C)CC2)s1 (configuration not stated)	0.0	-1	-0.7	33	-24	3	6	-1
CN(C)c1ccc(/C=N\Nc2ccccn2)cc1	0.1	-24	/	25	-133	-2	2	-5
O=C(c1cc2cc(F)ccc2[nH]1)N1CCC(Cc2ccccc2)CC1	0.6	-6	2.9	16	4	-2	18	-10
COc1ccc(C(CCNC(C)c2ccccc2)c2ccc(F)cc2)cc1 (configuration not stated)	0.1	/	-0.2	-4	/	13	15	/
Cc1noc(C)c1NC(=O)Nc1ccc2c(c1)CC(=O)N([C@@H](C)CO)C[C@H](C)[C@@H](CN(C)Cc1ccc3c(c1)OCO3)O2	0.0	8	0.2	-1	-8	-5	4	-11
Cc1cccc(NC(=O)CN(c2ccc(C(C)C)cc2)S(=O)(=O)c2c(C)nn(C)c2C)n1	0.0	-8	-1.7	12	4	-4	4	-5
COc1ccc(Cl)cc1NC(=O)CSc1nnc(C)c(=O)n1N	0.1	-3	5.5	1	-4	-11	5	3
Cc1ccc(NC2CCCN(C(=O)c3cccc(-c4ncc[nH]4)c3)C2)cc1C (configuration not stated)	0.0	0	/	3	-9	4	-5	-6
C[C@@H]1CN([C@@H](C)CO)C(=O)c2cc(NC(=O)NC3CCCCC3)ccc2O[C@@H]1CN(C)Cc1ccc(C(=O)Nc2ccccc2N)cc1	-0.2	31	1.2	/	12	-6	/	3
C[C@@H]1CCCCO[C@@H](CN(C)C(=O)C2CCCCC2)[C@H](C)CN([C@@H](C)CO)C(=O)c2cc(NC(=O)CCC(F)(F)F)ccc2O1	0.0	-3	-0.3	13	1	/	-4	1
CN(Cc1ccno1)C(=O)CC1C(=O)NCCN1CC(c1ccccc1)c1ccccc1 (configuration not stated)	0.1	-24	20	-2	-2	6	-3	0
COc1ccc(CC(=O)NCCc2ccc(OC)c(OC)c2)cc1	0.0	-3	0.1	-8	-7	4	-2	2
C[C@@H]1CN([C@H](C)CO)C(=O)CCCn2nncc2CO[C@H]1CN(C)Cc1ccc(C(=O)O)cc1	0.0&0.9	-11&6	0.1&-0.2	-1	-24&-5	3&-2	-6	3&-9
O=C(N/C(=C\c1ccc(Br)cc1)C(=O)N1CCCC1)c1ccccc1F	-0.1	-12	-0.6	6	-2	2	-6	-3

Ordered by SMILES length (largest number first): part of the list above.
structure	Xi reactivation	RAD52 inh	E-selectin induc	esBAF inh	EWS-Fli block	FN deposit inh	RAD54 inh	S100A4 MyoIIA
Cc1noc(C)c1NC(=O)Nc1ccc2c(c1)CC(=O)N([C@@H](C)CO)C[C@H](C)[C@@H](CN(C)Cc1ccc3c(c1)OCO3)O2	0.0	8	0.2	-1	-8	-5	4	-11
COc1cccc(-c2ccc3c(c2)O[C@H](CN(C)C(=O)C2CCC2)[C@@H](C)CN([C@H](C)CO)S3(=O)=O)c1	-0.2	-5	0.6	5	6	/	-11	-7
Cc1ccc(C(=O)NCC(=O)NC2CCC(C)CC2)s1 (configuration not stated)	0.0	-1	-0.7	33	-24	3	6	-1

(further entries)
structure	Xi reactivation	RAD52 inh	E-selectin induc	esBAF inh	EWS-Fli block	FN deposit inh	RAD54 inh	S100A4 MyoIIA
C[C@H]1CN([C@@H](C)CO)S(=O)(=O)c2ccc(-c3ccncc3)cc2O[C@@H]1CN(C)Cc1ccc(Oc2ccccc2)cc1	-0.9	4	0.1	-31	29	-8	4	6
O=C(NCCc1nnc2ccc(N3CCCCCC3)nn12)c1ccccc1F	0.0	-4	-0.6	/	/	/	12	3
C=CCn1c(SCC(=O)NC2CC2)nc2sc(CC)cc2c1=O	0.0	-3	/	/	-1	11	/	-2
CC(C)CCOc1cccc(OCC(=O)Nc2ccncc2)c1	0.0	-15	/	0	41	-3	-5	-1
O=C(Nc1ccccc1F)N[C@@H]1CC[C@H](CCNS(=O)(=O)c2ccc(Cl)cc2)O[C@@H]1CO	0.2	-7	0.1	8	0	/	-4	-11
N#Cc1ccccc1COc1cccc2c1CCCC2O (configuration not stated)	0.2	-8	/	2	-4	15	3	-1
COC(=O)c1ccc(CN2CC(=O)N3[C@H](CO)[C@@H](c4ccc(-c5ccccc5F)cc4)[C@@H]3C2)cc1	0.0	-27	0.1	/	-5	/	/	-18
C[C@@H]1CN([C@H](C)CO)C(=O)c2cccc(NC(=O)C3CCOCC3)c2O[C@@H]1CN(C)Cc1ccc(Oc2ccccc2)cc1	0.1	15	380*	1	11	/	-9	8
COc1cccc(CN(c2ccccc2C(=O)O)S(=O)(=O)c2ccc(C)cc2)c1	0.1	-4	-0.5	/	-15	10	/	-4
